# Screens deposited in PubChem BioAssay by The Scripps Research Institute Molecular Screening Center.
# LYPLA1 inh = counter-screen for PME1 inhibitors: inhibitors of human LYPLA1 | recombinant LYPLA1, FP-Rh probe fluorescence polarization | O75608 | inhibition, % at 5.9 µM | hit rate 0.16% among 320,000;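 active = inhibition above the mean of all tested compounds plus 3 SD, set per campaign, cut at about 14% in these data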;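 also: inhibitors block serine hydrolase probe labeling of LYPLA1 so polarization falls; 0% = enzyme with DMSO and 100% = wells lacking LYPLA1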
# GSTO1 inh = blocks human GSTO1 in RBBP9 counter-screen; P78417; recombinant GSTO1, activity-based probe fluorescence polarization; inhibition, % at 5.96 µM; hit rate 1.1% among 300,000; AID 1974;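 active = inhibition above the campaign mean inhibition plus 3 SD, cut at about 35% in these data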;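 also: 0% = GSTO1-1 with DMSO and 100% = wells lacking GSTO1-1 enzyme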
# Target sequence (P78417 whole entry, looked up): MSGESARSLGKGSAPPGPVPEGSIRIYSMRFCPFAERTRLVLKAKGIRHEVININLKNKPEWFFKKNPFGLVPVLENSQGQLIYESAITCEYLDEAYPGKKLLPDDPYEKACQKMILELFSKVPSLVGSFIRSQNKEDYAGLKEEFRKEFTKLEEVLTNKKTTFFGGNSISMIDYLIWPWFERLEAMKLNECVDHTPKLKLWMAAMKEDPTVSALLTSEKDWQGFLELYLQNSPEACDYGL
# ZTA counter = ZTA (EBV) inhibition in EBNA-1 counter-screen. P03206. inhibition, % at 11 µM. ZTA-DNA binding, fluorescence polarization. hit rate 0.15% among 320,000. AID 2234; in the data active = inhibition above about 33%
# PAFAH2 inh = PAFAH2 (human) inhibition. AID 492956. recombinant PAFAH2, FP-rhodamine activity probe, fluorescence polarization. Q99487. inhibition, % at 3.39 µM. hit rate 0.99% among 340,000;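 active = inhibition above the mean over all tested compounds plus 3 SD, cut at about 30% in these data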;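 also: inhibitors block probe labeling of enzyme so polarization drops; 0% = enzyme with DMSO and 100% = wells lacking PAFAH2 protein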
# PAD4 FP inh = blocks human protein arginine deiminase 4; Q9UM07; recombinant PAD4, RCA probe fluorescence polarization; inhibition, % at 6.36 µM; hit rate 0.41% among 330,000;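 active = percent inhibition above a cutoff equal to the mean of all tested compounds plus 3 SD, cut at about 15% in these data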;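 also: 0% = PAD4 with RCA probe and DMSO and 100% = probe without PAD4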
# PAFAH1B3 FP inh = inhibitors of human PAFAH1B3 | inhibition, % at 3.39 µM | AID 492972 | hit rate 0.28% among 340,000 | recombinant PAFAH1B3, FP-rhodamine probe, fluorescence polarization;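 active = inhibition above the screen-wide average of all tested compounds plus 3 SD, cut at about 25% in these data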;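 also: 0% = enzyme with DMSO only and 100% = wells lacking PAFAH1B3 protein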
# PREPL inh = inhibitors of human prolyl oligopeptidase-like enzyme PREPL | Q4J6C6 | recombinant PREPL, fluorescence polarization activity-based probe | inhibition, % at 5.96 µM | hit rate 0.68% among 320,000 | AID 2751; in the data active = inhibition above about 43%;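 also: 0% = enzyme with DMSO and 100% = wells lacking enzyme; many of its hits are not listed in these tables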
# Target sequence (Q4J6C6 whole entry, looked up): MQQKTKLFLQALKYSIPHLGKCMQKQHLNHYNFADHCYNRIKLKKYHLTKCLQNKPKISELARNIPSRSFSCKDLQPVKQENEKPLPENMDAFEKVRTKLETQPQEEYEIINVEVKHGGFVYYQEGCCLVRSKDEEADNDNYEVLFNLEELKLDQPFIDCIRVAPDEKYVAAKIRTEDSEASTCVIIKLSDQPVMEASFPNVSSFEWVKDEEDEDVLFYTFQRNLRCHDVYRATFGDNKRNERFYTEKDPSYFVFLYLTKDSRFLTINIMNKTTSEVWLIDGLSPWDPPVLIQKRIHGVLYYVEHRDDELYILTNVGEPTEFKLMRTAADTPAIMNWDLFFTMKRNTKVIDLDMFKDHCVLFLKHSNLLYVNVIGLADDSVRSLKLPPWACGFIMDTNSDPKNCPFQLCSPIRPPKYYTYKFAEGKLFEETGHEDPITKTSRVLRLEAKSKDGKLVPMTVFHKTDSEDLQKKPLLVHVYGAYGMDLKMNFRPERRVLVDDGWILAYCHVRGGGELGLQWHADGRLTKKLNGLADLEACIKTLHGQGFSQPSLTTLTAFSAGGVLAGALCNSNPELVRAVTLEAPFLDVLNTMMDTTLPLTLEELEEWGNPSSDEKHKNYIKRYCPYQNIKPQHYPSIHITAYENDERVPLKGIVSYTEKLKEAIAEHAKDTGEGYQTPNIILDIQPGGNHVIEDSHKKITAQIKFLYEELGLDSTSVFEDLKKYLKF
# LYPLA2 counter = counter-screen for PME1 inhibitors: inhibitors of human LYPLA2; recombinant LYPLA2, FP-Rh probe fluorescence polarization; inhibition, % at 5.9 µM; hit rate 0.38% among 320,000; AID 2177;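 active = inhibition above the screen-wide mean plus 3 SD, limit set per campaign, cut at about 26% in these data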;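 also: 0% = LYPLA2 with DMSO and 100% = wells lacking LYPLA2 enzyme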
# EBNA-1 inh = blocks EBNA-1 binding to DNA | inhibition, % at 14.8 µM | EBNA-1 DNA binding, fluorescence polarization | hit rate 0.34% among 300,000; in the data active = inhibition above about 28%
# * marks the source's active call; other numbers are inactive results; . = not tested or not shown. These rows are one share of the data, so the mix of outcomes need not match the whole.
SMILES,LYPLA1 inh,GSTO1 inh,ZTA counter,PAFAH2 inh,PAD4 FP inh,PAFAH1B3 FP inh,PREPL inh,LYPLA2 counter,EBNA-1 inh
Cc1ccccc1OCC(=O)Nc1ccc2c(c1)C(=O)c1ccccc1C2=O,1.7,-1.6,-14.9,3.7,0.4,-5.9,14.2,4.8,-2.9
COc1ccc(/C=C/C(=O)OCC(=O)NCCNC(=O)COC(=O)/C=C/c2ccc(OC)cc2)cc1,-1.1,2.9,-3.7,0.4,-3.3,-6.4,9.1,2.4,-0.8
CC(=O)NC(c1ccc2ccccc2c1)c1ccc2cccnc2c1O (configuration not stated),-2.1,-11.2,-6.7,4.7,-3.4,10.4,-54.8,5.0,-4.0
CCN(CC)C(=O)C1CCCN(Cc2ccc(OC)c(C)c2)C1 (configuration not stated),-2.1,0.7,14.4,-2.2,1.5,-9.1,15.1,4.6,12.7
NS(=O)(=O)c1ccc(N/C=C\C(=O)c2ccc3ccccc3c2)cc1,-9.2,-11.9,9.1,-7.8,-4.2,-4.0,-7.0,-13.4,-3.2
COC(=O)CSc1nnc(-c2ccoc2C)n1-c1ccc(OC)cc1,2.4,6.4,-0.7,-5.3,6.0,2.3,20.3,4.5,2.7
O=C(Cc1nc2ccccc2[nH]1)NCc1ccco1,0.6,16.6,0.1,2.9,2.5,14.9,17.9,1.1,-1.5
Brc1ccc(N=Cc2ccccn2)cc1,-3.1,0.5,22.6,-10.8,-1.2,12.2,6.9,0.7,14.8
COc1ccc(N=C2S/C(=C\c3ccc(C)o3)C(=O)N2CC(C)C)cc1,1.5,-5.5,14.3,-1.2,-11.3,0.8,26.4,9.9,-7.7
CN(C)c1ccc(P(=O)(OCc2ccccc2)C(O)c2ccccc2F)cc1 (configuration not stated),-0.6,0.4,-3.7,7.2,5.3,-0.6,22.6,1.0,6.7
Cc1ccsc1/C=C/c1ccc2ccccc2n1,-2.4,2.1,-6.3,-2.9,-0.9,2.8,-4.3,-1.0,-8.1
COc1ccc(Cl)cc1NC(=S)N1CCN(S(C)(=O)=O)CC1,-2.1,-5.4,-17.5,4.6,3.2,12.6,15.3,-7.4,-1.8

# Arranged by the number under PREPL inh (ascending): some entries from above
smiles	PREPL inh
NS(=O)(=O)c1ccc(N/C=C\C(=O)c2ccc3ccccc3c2)cc1	-7.0
Brc1ccc(N=Cc2ccccn2)cc1	6.9
COc1ccc(/C=C/C(=O)OCC(=O)NCCNC(=O)COC(=O)/C=C/c2ccc(OC)cc2)cc1	9.1
CN(C)c1ccc(P(=O)(OCc2ccccc2)C(O)c2ccccc2F)cc1 (configuration not stated)	22.6

# (next part)
SMILES,LYPLA1 inh,GSTO1 inh,ZTA counter,PAFAH2 inh,PAD4 FP inh,PAFAH1B3 FP inh,PREPL inh,LYPLA2 counter,EBNA-1 inh
CCOC(=O)C1=C(CN2CCCCCC2)NC(=O)NC1c1cccc([N+](=O)[O-])c1 (configuration not stated),-0.1,11.8,0.3,-12.4,1.5,0.4,11.1,-0.8,-11.8
COc1ccc(CC(=O)Nc2ccccc2-c2ccccc2)cc1OC,-2.5,-6.1,0.4,-10.5,-0.1,2.1,6.0,-1.4,0.7
COc1ccc(C2C3=C(N=C4SCC(=O)N42)c2ccccc2CC3)cc1OC (configuration not stated),1.5,3.0,-2.8,-3.3,10.3,0.6,8.7,0.1,-4.0
O=C(NCc1ncc(C(F)(F)F)cc1Cl)Nc1ccccc1,0.8,-2.2,7.5,0.3,1.9,11.0,1.8,5.5,4.6
CCc1noc(C)c1C(=O)OCC(=O)NCc1ccc(Cl)cc1,.,.,.,4.9,-2.2,-1.8,-10.5,.,.
O=C(C1CCCO1)N1CCN(C(c2ccccc2)c2ccccc2)CC1 (configuration not stated),1.4,1.5,2.6,-1.2,-1.8,-3.5,10.2,6.7,4.6
CCn1cc(C(=O)NC2CCCCCC2)c2cc(OC)c(OC)cc2c1=O,0.3,-6.3,0.1,-13.1,-2.3,5.7,15.9,-3.9,-4.8
CNC(=O)c1ccccc1NC(=O)c1cccc(S(=O)(=O)N2CCCCC2)c1,-0.5,-8.9,20.1,1.1,1.1,3.0,1.0,-0.9,-0.5
CCn1c(SCC(=O)N2CCN(c3ccccc3)CC2)nnc1-c1cc2cc(Cl)ccc2o1,0.8,1.6,0.2,-5.5,-1.6,-4.0,27.7,-4.0,9.1
O=C(N1CCN(c2ccccc2F)CC1)C1(c2cccs2)CCOCC1,2.8,-2.1,-1.3,2.5,-2.0,11.4,-19.9,2.4,-6.0
COc1ccc(/C=C/C(=O)NC(=S)N2CCN(c3ccccn3)CC2)cc1OC,-1.6,-0.7,-2.8,1.2,-1.6,7.7,-2.8,-1.9,9.8
O=c1c2ccccc2[nH]c(=S)n1CCCN1CCOCC1,7.0,9.9,6.9,6.4,-7.2,0.4,-2.5,3.8,-2.0

# Results in ZTA counter and PREPL inh, for some of the entries so far:
mol	ZTA counter	PREPL inh
COc1ccc(C2C3=C(N=C4SCC(=O)N42)c2ccccc2CC3)cc1OC (configuration not stated)	-2.8	8.7
COc1ccc(CC(=O)Nc2ccccc2-c2ccccc2)cc1OC	0.4	6.0

# Continued.
SMILES,LYPLA1 inh,GSTO1 inh,ZTA counter,PAFAH2 inh,PAD4 FP inh,PAFAH1B3 FP inh,PREPL inh,LYPLA2 counter,EBNA-1 inh
Brc1ccc2nc(N3CCN(c4ccccc4)CC3)sc2c1,-3.4,-0.1,-1.6,5.3,-1.0,9.3,6.8,-0.7,4.3
Cc1cc(C)c2ccc(C(=O)O)nc2c1O,-0.8,3.2,24.8,8.7,0.3,1.4,5.2,3.5,-3.0
Cc1ccc(C)c(NC(=O)c2sc(Cl)nc2C)c1,1.7,-4.2,0.6,-1.0,-3.6,3.2,-1.0,1.7,3.0
CC(C)OCCCNC(=O)c1cc2c(=O)n(C)c3ccccc3c2n1C,2.4,6.4,12.7,-1.9,0.6,1.5,-4.2,-2.9,7.9
COc1ccc(-c2nnnn2C)cc1S(=O)(=O)NCc1ccccc1,-1.3,-0.6,-12.6,-2.1,-8.2,7.9,-2.0,2.3,-13.0
COc1ccc(CNCC(O)(c2ccccc2)c2ccccc2)cc1OC,1.7,3.1,-7.4,-3.7,5.2,4.4,-4.7,0.3,-5.1
COCCN(C(=S)Nc1c(C)cc(C)cc1C)C(C)c1cccnc1 (configuration not stated),-1.0,0.9,-3.2,-0.3,-12.2,3.3,2.4,-1.0,0.3
Cc1nc(SCC(=O)c2ccc(F)c(F)c2)[nH]c(=O)c1Oc1ccc(Cl)cc1,-1.0,-2.1,-1.8,7.1,-0.9,3.4,5.9,-9.1,-2.1
O=C(CNc1ccc2c(c1)OCO2)N/N=C\c1cn(Cc2ccccc2)c2ccccc12,-5.0,1.8,1.5,-9.3,1.0,3.9,31.2,1.4,10.3
CCOc1cc2[nH]c(=S)n(CCOC)c(=O)c2cc1OCC,2.0,-1.6,1.9,2.6,-2.9,6.6,8.2,-3.0,-5.8
CC(C)NC(=O)NS(=O)(=O)c1cnccc1NC1CC2CCC1C2 (configuration not stated),-0.5,3.9,-11.4,0.7,0.8,7.8,6.5,6.5,-0.9
CC(=O)c1ccc(Nc2cnn(C34CC5CC(CC(CC(=O)O)(C5)C3)C4)c(=O)c2Cl)cc1,1.7,1.1,5.2,0.8,-1.6,1.9,2.3,5.2,11.9
O=C(CC(=O)Nc1ccccc1F)Nc1ccccc1F,-0.7,4.6,0.9,1.2,-3.2,9.4,6.6,-1.5,6.3
CCN(CC)C(=O)Nc1ccc(Br)cc1,-0.6,2.9,6.8,-2.2,-0.2,0.2,4.2,3.8,-4.9
COc1ccc(-c2cc(C(=O)Nc3cc(OC)cc(C(=O)Nc4cccc(C(F)(F)F)c4)c3)[nH]n2)cc1,-59.9,-37.6,14.8,-90.3,-4.8,-82.0,-14.9,-107.0,1.9
CSCC(=O)N1CCc2ccc(NC(=O)c3ccccc3Cl)cc2C1,1.8,7.2,-6.6,-5.4,4.9,9.2,-1.7,7.0,-5.9
CCOc1ccc(Cn2nnc(C(=O)NCc3ccccc3)c2N)cc1,2.6,4.2,18.4,-3.7,0.0,-0.5,-6.0,-0.7,-3.9
COC(=O)Nc1sc2c(c1C(N)=O)CCCCCC2,2.7,-2.9,-14.1,-4.8,-5.1,5.1,10.3,5.0,-12.2
O=C(CCC(=O)N1CCOc2ccccc21)N1CCOCC1,-0.9,10.7,-7.5,0.0,-2.3,-13.6,6.9,-1.5,11.5
S=C(Nc1ccc(Cl)c(Cl)c1)N1CCCC1,-2.1,-1.8,2.4,3.0,4.8,-3.0,-60.5,4.7,-3.9
Cc1ccc(NC(=O)CC2NCCNC2=O)cc1Cl (configuration not stated),5.4,7.6,-26.5,3.8,-1.0,4.8,6.4,10.3,-16.1
COc1ccc(C(=O)/C=C/Nc2ccc([N+](=O)[O-])cc2)cc1,5.0,2.0,3.9,7.3,-30.8,2.5,4.5,4.8,6.8
O=C(N/N=C/c1ccc(F)cc1)c1cc(-c2ccc3c(c2)OCO3)n[nH]1,-3.4,-46.3,-2.2,-0.1,1.9,-5.6,1.1,-8.2,32.1*
CC1(c2cccs2)CC(c2cccs2)=C(C#N)C(=O)N1 (configuration not stated),-1.1,1.0,-5.5,-5.0,1.2,11.9,0.3,3.3,-3.7
Cc1c(Cl)cccc1NC(=O)CCC(=O)NNC(=O)CCC(=O)O,0.9,2.1,-7.2,2.2,-2.5,6.4,5.9,2.7,-8.9
CCCc1cc(-c2n[nH]c(=S)n2CC(C)C)cs1,-0.5,2.2,-0.4,-1.2,-2.8,-4.5,0.5,0.5,9.4
CN(C)C(=O)CSC1c2ccccc2C(=O)N1c1ccccc1 (configuration not stated),3.1,-0.6,-8.1,5.0,-2.0,-1.1,14.5,2.8,-2.2
CCOc1ccc(NC(=O)Cc2ccc(S(=O)(=O)N3CCCCC3)cc2)cc1OCC,.,.,.,3.8,-2.4,4.3,9.3,.,.
CN(C)CCNc1c2c(nc3nnnn13)CCCC2,7.2,13.6,-25.2,-0.8,3.1,-1.2,23.0,9.6,-6.5
CCN(CC)C(=O)CSc1nc2ccccc2c(=O)n1CC,1.3,0.4,1.4,2.5,-0.2,-0.8,3.5,2.6,-16.0
O=c1cc(CSc2ccc(Cl)cc2)nc(-c2ccccn2)[nH]1,-0.8,17.4,-2.8,7.9,-1.1,7.4,4.7,2.3,6.7
COc1ccc(-c2n[nH]c3c2CN(C(=O)c2ccccc2)CC3)cc1,1.8,-15.2,-10.3,0.9,3.2,0.2,-0.6,2.5,-3.1
CS(=O)(=O)N(Cc1ccccc1)c1ccc(C(=O)Nc2ccc3c(c2)OCO3)cc1,-2.6,5.5,5.0,1.2,6.4,-7.5,-3.3,-2.6,16.7
CCOC(=O)C(=CNc1cc(Cl)c(-c2ccco2)c(Cl)c1)C(=O)OCC,-7.8,-14.4,5.6,-2.7,-2.4,-0.6,-5.4,-5.0,3.7
CCn1c2ccccc2c2cc(NC(C)=O)ccc21,3.6,-4.6,-3.2,11.4,-2.1,2.1,0.4,1.7,-8.1
CSc1nnc(N2C(=O)C(O)=C(C(=O)c3ccco3)C2c2ccc(F)cc2)s1 (configuration not stated),0.5,-0.1,3.1,8.7,-36.3,2.1,-2.4,-1.2,-7.0
Cc1c(C)c2ccc(OCC(=O)N3CCN(c4ccc(F)cc4)CC3)c(C)c2oc1=O,-0.6,3.1,6.3,5.0,-3.0,3.3,-29.4,-3.2,6.7
CCN1C(=O)N[C@@H](c2cccc(C(F)(F)F)c2)C(C(=O)OC)=C1C,3.0,-3.9,-8.2,6.2,1.9,3.0,12.2,1.8,-3.5
CCN1CCN(Cc2c(C(=O)N/N=C(\C)c3ccc(Cl)c(Cl)c3)nnn2-c2nonc2N)CC1,-2.8,0.4,6.6,.,8.5,.,15.7,-1.5,4.9
Cc1cc(=O)n2[nH]c(-c3ccccc3)cc2n1,0.0,-4.3,-0.5,-1.4,3.4,9.9,18.2,7.0,-1.1
